From PubChem
OX1R antag-1: OX1R (human) antagonism | AID 485270 | inhibition, % at 6.6 µM | 330,000 compounds, 1.8% hits | OX1R-expressing cells, FRET antagonist read-out; in the data active means inhibition mostly above about 38%, no sharp cut-off; inactive means mostly below about 40%;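 further: 0% = agonist challenge alone and 100% = reference antagonist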
Target sequence (O43613 whole entry, looked up): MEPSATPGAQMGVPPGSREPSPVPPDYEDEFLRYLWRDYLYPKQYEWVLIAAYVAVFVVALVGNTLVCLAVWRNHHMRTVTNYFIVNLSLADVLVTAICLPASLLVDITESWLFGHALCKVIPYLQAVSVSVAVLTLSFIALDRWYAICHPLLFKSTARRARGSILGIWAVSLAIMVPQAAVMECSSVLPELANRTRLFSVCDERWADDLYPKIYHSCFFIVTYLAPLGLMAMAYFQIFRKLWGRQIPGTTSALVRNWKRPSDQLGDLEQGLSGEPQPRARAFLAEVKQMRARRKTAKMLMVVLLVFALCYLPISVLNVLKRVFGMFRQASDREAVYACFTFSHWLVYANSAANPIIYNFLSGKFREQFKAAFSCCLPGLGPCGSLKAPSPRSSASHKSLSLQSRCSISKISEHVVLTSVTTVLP
OX1R antag-2: human HCRTR1 antagonism; CHO/OX1R cells, Fluo-8 calcium fluorescence, orexin A; inhibition, % at 5 µM; 330,000 compounds, 0.43% hits; AID 434989;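 active means inhibition above its plate's threshold, mean inhibition of all tested compounds on the plate plus 3 SD, cut at about 37% in these data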;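 further: 0% = orexin A challenge wells and 100% = SB-334867-A antagonist wells; not every result past the cut was called active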
* marks the source's active call; other numbers are inactive results.

SMILES	OX1R antag-1	OX1R antag-2
Cc1ccc(C2c3c(oc4ccccc4c3=O)C(=O)N2CCCN2CCOCC2)o1 (centres undefined)	6.7	4.2
COc1ccc(C(=O)OCC(=O)NCc2ccco2)cc1S(=O)(=O)N1CCN(c2cccc(Cl)c2)CC1	51.6	11.6
CN(CC(=O)NCCc1ccc(F)cc1)Cc1cccc(Cl)c1	2.7	-8.7
Cc1ccc(S(=O)(=O)NC(C)(C)CSc2nncn2C)cc1	11.6	6.3
Cc1snc2sc(C(=O)c3ccc(Br)cc3)c(N)c12	15.1	-15.0
CCCc1cc(C(=O)NNC(=S)NCc2ccccc2)cs1	13.0	6.6
COc1ccc(/C=C/C(=O)NC(=S)NNC(=O)Cc2cccs2)cc1OC	7.4	-5.5
COc1ccc(/C=N/NC(=O)c2cc(C34CC5CC(CC(C5)C3)C4)[nH]n2)cc1O	15.7	-7.4
COc1ccc(S(=O)(=O)N2CCc3ccccc32)cc1OC	23.7	-20.2
COc1cccc(-c2ncc3ccccc3c2COC(=O)CCCC(=O)O)c1	13.9	-18.4
c1ccc(-c2ccccc2OCCN2CCCCC2)cc1	13.3	-14.3
C(=C\c1nc(N2CCCCCC2)c2ccccc2n1)/c1ccccc1	17.5	-23.5
O=C(CC1CCCCC1)NCCCN1CCOCC1	8.3	2.4
COc1cccc(CNC(=O)c2ccc(Cl)c(NC3=NC4CS(=O)(=O)CC4S3)c2)c1 (centres undefined)	0.9	-0.2
CCN(CC)c1ccc(/C=N/NC(=O)CNC(=O)C2COc3ccccc3O2)c(O)c1 (centres undefined)	38.7	-9.4
COc1ccccc1-n1c(=O)c(C#N)c(-c2ccc([N+](=O)[O-])cc2)c2cc(C(=O)c3ccccc3O)cnc21	21.8	-16.4
COc1ccccc1NC(=O)c1nnn(Cc2ccccc2)c1NC(C)=O	8.3	-28.5
Cc1sc2nc(C)n(/N=C/c3ccc(O)cc3)c(=O)c2c1C	4.2	-5.6
O=C(c1cc(-c2ccc(O)cc2)on1)N1CCOCC1	33.6	-3.6
O=C(/C=C/c1ccccc1[N+](=O)[O-])Nc1ccccc1	20.9	-14.4
CN(CC(=O)NC(=O)NCc1ccccc1)CC(=O)Nc1ccc(Cl)c(C(F)(F)F)c1	20.9	-10.4
COCCNC(=O)c1onc(CSc2ccc(Cl)cc2)c1C(=O)O	32.9	0.6
Cc1[nH]n(-c2ccc([N+](=O)[O-])cc2)c(=O)c1C=NCCN1CCN(C(=O)c2ccc(F)cc2)CC1	15.1	0.6
COc1ccc(CCNC(=O)C2CCCN(S(=O)(=O)c3ccc(F)cc3)C2)cc1OC (centres undefined)	12.8	-16.9
O=C(O/N=C(\c1ccccc1)c1ccncc1)c1ccccc1Cl	3.7	-18.0
CCn1c(/C=C/c2c[nH]c3ccccc23)nc2ccccc2c1=O	28.4	-8.0
Cc1cc(CNC(=O)COc2ccccc2F)c2ccccc2n1	33.0	-6.3
COC(=O)c1c(NC(=O)C(=O)N2CCCC2)sc2c1CC(C)(C)OC2	15.9	-16.7
O=C1CSC(c2ccccc2[N+](=O)[O-])N1c1ccccc1 (centres undefined)	24.2	-13.6
CCc1cc(OCCN(C)C)ccc1Cl	11.8	-16.3
O=C(CSc1nc2ccccc2s1)NCCOc1ccc(Cl)cc1	34.9	-20.7
CC(Oc1ccc([N+](=O)[O-])cc1Cl)C(=O)Nc1ccc(C(N)=O)cc1 (centres undefined)	25.5	3.1
COC(=O)c1sc(NC(=S)NC(=O)c2cccc(Br)c2)nc1C	5.9	9.2
COc1cc(OC)c2c(-c3ccccc3)cc(=O)oc2c1C(CC(=O)N1CCN(c2ccccc2)CC1)c1ccc(N(C)C)cc1 (centres undefined)	13.3	-6.3
O=C(CSc1n[nH]c(-c2cccnc2)n1)Nc1ccc(Cl)cc1	11.4	-21.1
Cc1nn(CC(=O)NCC(C)c2ccccc2)c(=O)c2cc3occc3n12 (centres undefined)	1.9	-19.5
COC(=O)C1CC(O)CN1S(=O)(=O)c1ccc2ccccc2c1 (centres undefined)	5.6	-3.7
CC1CN(C(=O)COC(=O)c2cc(Cl)ccc2[N+](=O)[O-])CC(C)O1 (centres undefined)	19.2	0.5
O=C(c1ccco1)N1C(=O)c2cccc3c(S(=O)(=O)N4CCCC4)ccc1c23	32.6	-19.4
C[C@@H]1COC(=O)[C@H](Cc2ccc(F)cc2)CC/C=C/C[C@@H](CC(=O)N[C@H](CO)Cc2ccccc2)C(=O)N1	8.7	-42.0
O=C(Nc1cccc(S(=O)(=O)N2CCCCC2)c1)C1CCN(C(=O)c2ccc(Cl)cc2)CC1	0.1	-29.1
COC(=O)c1sc(S(=O)(=O)N2CCN(CCO)CC2)c(C(=O)OC)c1C	3.6	-12.2
O=C(c1cn(CC2CCCCC2)nn1)N1CCN(c2ccc(F)cc2)CC1	9.1	-12.9
Cc1ccc(S(=O)(=O)N2CCc3ccccc3C2CN2C(=O)c3ccccc3C2=O)cc1 (centres undefined)	14.7	-32.8
Cc1ccccc1-n1c(N)c(C(=O)Nc2ccc(F)cc2)sc1=S	1.6	-11.1
COc1cccc(NC(=O)COC(=O)c2ccccc2SCC(=O)N2CCCC2)c1	9.5	-18.1
C/C(=C\c1cccc(Cl)c1Cl)C(=O)c1c(C)cc(C)[nH]c1=O	13.4	-33.1
CCOC(=O)c1[nH]c(C)c(/C=N/O)c1C	11.4	-12.2
CCCCCn1c(N2CCC(Cc3ccccc3)CC2)nc2c1c(=O)[nH]c(=O)n2C	21.4	-27.7
CCC1CCCCN1Cc1c(O)ccc2c(=O)c(-c3ccccc3OC)coc12 (centres undefined)	5.2	-7.4

Continued:
SMILES	OX1R antag-1	OX1R antag-2
O=C(COc1ccccc1)N1CCCC1	22.1	-24.4
COc1ccc(/C=C2\CCc3ccccc3C2=O)cc1OC	28.1	-33.4
Cc1ccc(-n2c(SCC(=O)NCCN3C(=O)CSC3=O)nnc2-c2ccccc2F)cc1	3.7	-25.6
CC1CCN(C(=O)C(C)c2ccc([N+](=O)[O-])cc2)CC1 (centres undefined)	18.9	-17.7
CN(CC(=O)Nc1cccc(F)c1)C(=O)c1ccc2c(=O)n3c(nc2c1)CCC3	14.9	-13.1
C/C(=N\O)C(=O)NCc1ccncc1	12.9	-12.7
CC(=O)Nc1cccc(NC(=O)CSc2nc3c(c(=O)n(C)c(=O)n3C)n2C)c1	21.9	-7.8
Cc1c(C(N)=O)sc2ncn(CC(=O)N(C)C3CCCCC3)c(=O)c12	13.9	-6.7
O=C(/C=C\Nc1ccc(S(=O)(=O)Nc2ncccn2)cc1)c1cccc2ccccc12	30.5	-12.1
COc1ccc(C(c2sc3ncnn3c2O)N2CCN(c3ccccc3F)CC2)cc1OC (centres undefined)	-0.1	-12.2
CSc1nnc(-c2sccc2OCc2ccccc2)n1C	11.8	-25.3
O=C(O)CCc1ccc(-c2ccc(F)cc2)n1NC(=O)c1ccco1	16.4	-13.7
O=C(CSc1nc2c([nH]c3ccccc32)c(=O)n1-c1ccccc1F)NCC1CCCO1 (centres undefined)	37.0	-10.6
Cc1ccc(CSCC(=O)N2CCN(Cc3ccc4c(c3)OCO4)CC2)cc1	15.1	-33.0
CC1(C)OC(=O)C(=C2CCCN2)C(=O)O1	11.7	-11.5
CCOc1ccc(N(C)S(=O)(=O)c2c[nH]c(C(=O)OC)c2)cc1	12.7	-0.3
COCC(C)NC(=O)c1cc(-c2cccc(OC)c2)on1 (centres undefined)	3.5	-7.5
COc1ccc(CCNC(=O)C(=O)NCC2OCCN2C(=O)c2ccc(Cl)cc2)cc1 (centres undefined)	23.9	-38.1
Cc1cc(OCn2ccc(C(=O)O)n2)ccc1Cl	13.2	-12.2
CCCCC(=O)Nc1ccc(NC(=O)CCCC)nc1	7.2	-19.2

Complete entries, quoted from the list. Order of screens: OX1R antag-1, OX1R antag-2
CCOc1ccc(N(C)S(=O)(=O)c2c[nH]c(C(=O)OC)c2)cc1 is listed with 12.7, -0.3
CC1(C)OC(=O)C(=C2CCCN2)C(=O)O1 is listed with 11.7, -11.5

Continued.
SMILES	OX1R antag-1	OX1R antag-2
CCSc1nc2c(c(=O)[nH]1)C(c1cccnc1)C(C(=O)OC)=C(C)N2 (centres undefined)	26.0	-21.7
COCCN(C(=O)COC(=O)Cc1ccc(Cl)cc1Cl)c1c(N)n(Cc2ccccc2)c(=O)[nH]c1=O	16.8	-15.2
Cc1nc(C)c(C(=O)C2=C(O)C(=O)N(CCN(C)C)C2c2ccco2)s1 (centres undefined)	9.3	-2.2
CCOC(=O)C1CCN(C(=O)c2cc3cc4cc(OC)ccc4nc3o2)CC1	64.6	-17.4
CN1CCC(NC(=O)CCc2ccccc2)CC1	-1.7	-6.9
CCOC(=O)C1CCN(S(=O)(=O)c2ccc(OC)c(OC)c2)CC1	4.1	-7.9
Cc1nc2ncnn2c(C)c1Cc1ccc(Cl)cc1F	5.0	-23.1
O=S(=O)(NCCn1cccc1)c1ccc2ccccc2c1	7.2	-17.7
O=C(Cc1cccc(NC(=O)C2CCCN(C(=O)C3CC3)C2)c1)Nc1cccc(C(=O)N2CCCC2)c1 (centres undefined)	7.7	-5.8
O=C(N/N=C/c1ccc(N2CCOCC2)c([N+](=O)[O-])c1)c1ccc(F)cc1	58.3	-15.1

Ordered by molecular weight (high to low): part of the list above.
SMILES	OX1R antag-1	OX1R antag-2
COCCN(C(=O)COC(=O)Cc1ccc(Cl)cc1Cl)c1c(N)n(Cc2ccccc2)c(=O)[nH]c1=O	16.8	-15.2
O=C(Cc1cccc(NC(=O)C2CCCN(C(=O)C3CC3)C2)c1)Nc1cccc(C(=O)N2CCCC2)c1 (centres undefined)	7.7	-5.8
COc1ccc(C(c2sc3ncnn3c2O)N2CCN(c3ccccc3F)CC2)cc1OC (centres undefined)	-0.1	-12.2
O=C(CSc1nc2c([nH]c3ccccc32)c(=O)n1-c1ccccc1F)NCC1CCCO1 (centres undefined)	37.0	-10.6
COc1ccc(CCNC(=O)C(=O)NCC2OCCN2C(=O)c2ccc(Cl)cc2)cc1 (centres undefined)	23.9	-38.1
CCOC(=O)C1CCN(C(=O)c2cc3cc4cc(OC)ccc4nc3o2)CC1	64.6	-17.4
Cc1nc(C)c(C(=O)C2=C(O)C(=O)N(CCN(C)C)C2c2ccco2)s1 (centres undefined)	9.3	-2.2
O=C(N/N=C/c1ccc(N2CCOCC2)c([N+](=O)[O-])c1)c1ccc(F)cc1	58.3	-15.1
Cc1c(C(N)=O)sc2ncn(CC(=O)N(C)C3CCCCC3)c(=O)c12	13.9	-6.7
CCSc1nc2c(c(=O)[nH]1)C(c1cccnc1)C(C(=O)OC)=C(C)N2 (centres undefined)	26.0	-21.7
CCOC(=O)C1CCN(S(=O)(=O)c2ccc(OC)c(OC)c2)CC1	4.1	-7.9
O=C(O)CCc1ccc(-c2ccc(F)cc2)n1NC(=O)c1ccco1	16.4	-13.7
CCOc1ccc(N(C)S(=O)(=O)c2c[nH]c(C(=O)OC)c2)cc1	12.7	-0.3
CSc1nnc(-c2sccc2OCc2ccccc2)n1C	11.8	-25.3
O=S(=O)(NCCn1cccc1)c1ccc2ccccc2c1	7.2	-17.7
Cc1nc2ncnn2c(C)c1Cc1ccc(Cl)cc1F	5.0	-23.1
COCC(C)NC(=O)c1cc(-c2cccc(OC)c2)on1 (centres undefined)	3.5	-7.5
CCCCC(=O)Nc1ccc(NC(=O)CCCC)nc1	7.2	-19.2
Cc1cc(OCn2ccc(C(=O)O)n2)ccc1Cl	13.2	-12.2
CN1CCC(NC(=O)CCc2ccccc2)CC1	-1.7	-6.9

Next entries.
SMILES	OX1R antag-1	OX1R antag-2
CCN1CCN(C(=O)CS(=O)(=O)Cc2nc(-c3cccc(OC)c3)oc2C)CC1	21.4	-17.6
c1ccc(-c2noc(CN3CCCC(OCc4ccccn4)C3)n2)cc1 (centres undefined)	10.2	-21.4
COc1ccccc1CNC(=O)CNC(=O)[C@@H]1Cc2ccccc2CN1	9.4	1.5
CC1=CC(=O)O[C@@H]1[C@@]1(C)C[C@H]2OC(=O)C[C@H]3[C@@H](C)C(=O)C(O)=C1[C@@]23CO	14.6	2.3
CNc1ccccc1C(=O)OCC(=O)c1ccccc1	27.0	-32.5
COc1ccc(CCNC(=O)COc2ccc(S(=O)(=O)N3CCOCC3)cc2)cc1	7.3	10.3
CC(NC(=O)C(C)N1C(=O)C2C3CC(C(Br)C3Br)C2C1=O)c1ccccc1 (centres undefined)	19.7	-17.7
Cc1ccccc1C(=O)c1c[nH]c(C(=O)NCCc2ccccn2)c1	11.7	-20.6
CCOC(=O)CSc1nnc(CNC(=O)c2ccc(OC)cc2OC)n1C	12.9	-5.2
Cc1ccc2cccc(OCCOCCOc3ccccc3Br)c2n1	34.3	-33.9
COc1ccc(C(C(=O)NC(C)(C)C)N(Cc2ccc(F)cc2)C(=O)CCC(=O)Nc2cc(C)on2)cc1 (centres undefined)	22.3	-39.9
CC(=O)c1cccc(S(=O)(=O)Nc2cc(C(F)(F)F)ccc2N2CCOCC2)c1	4.7	-22.2
CCN(CC(=O)NCc1cccs1)C(=O)/C=C/c1cc(OC)ccc1OC	5.0	-31.9
Cc1nc(=O)c(-c2ccccc2)c(C)n1CCO	9.6	-0.6
CC(C)(C)c1ccc(S(=O)(=O)N2CCN(c3ccccn3)CC2)cc1	14.2	-5.8
C/C(=N\Nc1nc(Nc2ccccc2)nc(N2CCOCC2)n1)c1cccs1	1.9	-30.7
